Hck-Nef inh – inhibitors of Nef-activated human Hck kinase, primary screen, biochemical, Z-Lyte FRET, 384-well, Hck-YEEI | 220,000 compounds, 0.68% hits | AID 463187, 2010 | Recombinant Hck-YEEI plus Nef, Z-Lyte FRET kinase assay | inhibition, % at 20 µM | Tyrosine-protein kinase HCK (Homo sapiens), P08631;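 active means Hck-Nef kinase inhibition above about 50%, limit read from the data; inactive means inhibition below that limit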;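 further: 0% = DMSO with Hck plus Nef and 100% = Hck alone without Nef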
MDM2 E3 inh – MDM2-luciferase reporter signal enhancers, primary screen, MDM2 E3 ligase inhibitor project, cell-based, luminescence, 1536-well. 210,000 compounds, 0.11% hits. signal enhancement, % at 5 µM. AID 1230, 2008. cell-based MDM2 ubiquitination luciferase reporter, 2 h; 0 = plate control, 100 = twice control, blank-subtracted;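 active means signal enhancement of 30% or more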;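 further: luminescence tracks abundance of the self-degrading MDM2-luciferase fusion protein; higher signal means inhibition of MDM2 E3 ligase activity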
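Assay system: stable mammalian line carrying autodegrading MDM2–luciferase fusion reporter; Input: 2000 cells in each well; Compound dosing: single-point 5 µM; Schedule: 2 h compound exposure at 37 °C; Signal: SteadyLite luciferase luminescence after 15 min room-temperature reagent incubation; Evaluation: % luminescence enhancement versus blank-corrected plate control mean; Benchmarks: plate controls and plate blanks.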
NPY2 pot ag – NPY-Y2 potentiators or agonists, primary screen, cell-based; Neuropeptide Y receptor type 2 (Homo sapiens), P49146; activation, % at 3.6 µM; 220,000 compounds, 0.45% hits; cells expressing NPY-Y2, potentiator/agonist read-out; in the data active means activation above about 27%;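 further: cells stimulated with NPY near EC25 plus isoproterenol at EC100; 0% = vehicle plus submaximal agonist and 100% = vehicle plus saturating agonist; some results beyond the cut were filed as inactive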
RBBP9 inh – human RBBP9 inhibitors, primary screen, biochemical, fluorescence polarization, FP-Rh probe, HTS. recombinant RBBP9. Serine hydrolase RBBP9 (Homo sapiens), O75884. 220,000 compounds, 0.2% hits. AID 1515, 2009. inhibition, % at 7.94 µM;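 active means inhibition above the campaign mean of all tested compounds plus 3 SD, cut at about 14% in these data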;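 further: plate controls were DMSO wells with RBBP9 for no effect and wells lacking RBBP9 protein for full effect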
Target sequence (O75884 whole entry, looked up): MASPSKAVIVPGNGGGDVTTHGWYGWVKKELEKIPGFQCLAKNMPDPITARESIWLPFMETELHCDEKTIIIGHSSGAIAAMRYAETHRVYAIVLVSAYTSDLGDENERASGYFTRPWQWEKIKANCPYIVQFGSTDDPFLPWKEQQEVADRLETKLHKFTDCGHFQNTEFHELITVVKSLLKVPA
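Test system: recombinant human RBBP9. Quantity: 2.5 µM RBBP9 dispensing solution, before mixing. Detection: FP readout at 525/598 nm. Reagent: Serine-hydrolase probe FP-Rh, 375 nM pre-mixing. Measure: % inhibition. Control set: DMSO-treated enzyme wells and wells lacking RBBP9. Buffer or medium: Tris-NaCl-Pluronic buffer, pH 8.0. Times: preincubation 30 min plus labeling 45 min at 25 °C.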
NPY1 pot ag – NPY-Y1 receptor potentiators or agonists, primary screen, cell-based | Neuropeptide Y receptor type 1 (Homo sapiens), P25929 | NPY-Y1 expressing cells, potentiator/agonist activation | activation, % at 3.6 µM | 220,000 compounds, 0.37% hits | AID 1304, 2008; in the data active means activation above about 33%, passing the limit was not always enough;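 further: cells stimulated with NPY at EC10 then isoproterenol at EC100; 0% = low agonist plus stimulus and 100% = saturating agonist plus stimulus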
p97 ATPase inh – inhibitors of human p97 ATPase, primary screen, biochemical; Transitional endoplasmic reticulum ATPase (Homo sapiens), P55072; recombinant p97 ATPase, Kinase-Glo ATP luminescence, 3 h; inhibition, % at 8 µM; 220,000 compounds, 0.42% hits; in the data active means inhibition above about 15%;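 further: 0% = DMSO vehicle and 100% = wells lacking enzyme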
Target sequence (P55072 whole entry, looked up): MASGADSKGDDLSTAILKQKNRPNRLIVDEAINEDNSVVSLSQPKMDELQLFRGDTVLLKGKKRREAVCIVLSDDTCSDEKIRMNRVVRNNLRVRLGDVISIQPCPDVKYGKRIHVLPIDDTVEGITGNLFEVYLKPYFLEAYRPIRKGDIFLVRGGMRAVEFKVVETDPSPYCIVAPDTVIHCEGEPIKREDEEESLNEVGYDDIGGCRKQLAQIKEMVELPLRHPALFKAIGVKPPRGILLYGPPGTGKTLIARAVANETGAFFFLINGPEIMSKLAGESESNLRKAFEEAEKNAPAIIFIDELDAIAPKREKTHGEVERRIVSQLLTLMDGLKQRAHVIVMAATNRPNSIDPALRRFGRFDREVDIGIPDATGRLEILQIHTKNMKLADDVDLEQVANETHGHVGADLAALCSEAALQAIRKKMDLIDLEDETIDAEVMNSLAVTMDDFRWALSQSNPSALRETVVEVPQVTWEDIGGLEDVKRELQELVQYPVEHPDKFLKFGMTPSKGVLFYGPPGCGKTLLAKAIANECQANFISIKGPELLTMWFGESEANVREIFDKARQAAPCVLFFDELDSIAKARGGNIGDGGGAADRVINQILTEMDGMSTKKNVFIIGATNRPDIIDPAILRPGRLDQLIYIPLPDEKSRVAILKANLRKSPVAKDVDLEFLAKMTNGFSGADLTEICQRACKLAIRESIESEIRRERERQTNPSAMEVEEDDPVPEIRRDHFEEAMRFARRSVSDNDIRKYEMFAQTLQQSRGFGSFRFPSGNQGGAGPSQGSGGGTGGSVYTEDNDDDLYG
Runt-SMMHC FRET – inhibitors of RUNX1 Runt–CBFb-SMMHC binding, primary screen, biochemical, FRET, Cerulean-Runt, Venus-CBFb-SMMHC, uHTS. Runt-related transcription factor 1 (Homo sapiens) + Core-binding factor subunit beta …. Cerulean-Runt/Venus-CBFb-SMMHC FRET ratio 530/480, 1 h. inhibition, % at 20 µM. 220,000 compounds, 0.74% hits;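 active means mean inhibition across duplicate retests at 20 µM reaching about 50%, limit read from the data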;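 further: 0% = DMSO wells and 100% = wells with excess untagged CBFb-SMMHC; inhibitors lower the FRET ratio by blocking Runt binding to CBFb-SMMHC; some results filed as inactive read as strong as hits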
NPY-Y1 antag – NPY-Y1 receptor antagonists, primary screen, cell-based. inhibition, % at 3.6 µM. 200,000 compounds, 1% hits. HEK293-CNG Y1 cells, membrane potential fluorescence; NPY at EC95, then isoproterenol. Neuropeptide Y receptor type 1 (Homo sapiens), P25929;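 active means inhibition above the campaign mean inhibition of all tested compounds plus 3 SD, cut at about 20% in these data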;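 further: 0% = DMSO wells given NPY plus isoproterenol and 100% = isoproterenol alone without NPY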
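Assay system: HEK293 cells with Y1 receptor plus CNG channel | Probe or stimulus: NPY (25 nM), isoproterenol (1 µM), Ro 20-1724 (25 µM) | Timing: Compound incubation 1 h at room temperature, readout 45 min post-stimulation | Measured by: Membrane-potential fluorescent dye readout | Benchmarks: High control isoproterenol alone, low control NPY with isoproterenol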
Runt-CBFb FRET – inhibitors of RUNX1 Runt–CBFb binding, primary screen, biochemical, FRET, Cerulean-Runt, Venus-CBFb, uHTS; Runt-related transcription factor 1 (Homo sapiens) + Core-binding factor subunit beta …; Cerulean-Runt/Venus-CBFb FRET ratio 530/480, 1 h; inhibition, % at 20 µM; 220,000 compounds, 0.46% hits; AID 1496, 2009;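 active means inhibition over about 50% at 20 µM in the single-dose screen, limit read from the data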;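 further: 0% = DMSO wells and 100% = excess unlabeled CBFb competitor control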
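System: Cerulean-labeled Runt domain protein | Quantity: 100 nM of each labeled protein | Schedule: 1 h compound exposure, room temperature | Detection: Fluorescence energy transfer, 422 nm excitation, 530/480 nm emission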
The depositor's hits bear a star.

For CC(C)COC(=O)NC1c2ccccc2Oc2ccccc21 the results were Hck-Nef inh 6, MDM2 E3 inh -2, NPY2 pot ag 100*, RBBP9 inh -1, NPY1 pot ag -38, p97 ATPase inh -1, Runt-SMMHC FRET -4 and Runt-CBFb FRET 0.
`FC(F)Sc1ccc(-n2c(-c3ccc(Cl)cc3)c[n+]3c2CCC3)cc1` gave Hck-Nef inh -3, MDM2 E3 inh -9, NPY2 pot ag 9, RBBP9 inh -1, NPY1 pot ag 9, p97 ATPase inh 0, Runt-SMMHC FRET -2, NPY-Y1 antag 2 and Runt-CBFb FRET -1.
For C=CCn1c(CSc2nnc(-c3ccccc3)n2C)n[nH]c1=S the results were Hck-Nef inh -11, MDM2 E3 inh 6, NPY2 pot ag 1, RBBP9 inh 1, NPY1 pot ag 5, p97 ATPase inh 8, Runt-SMMHC FRET -3 and Runt-CBFb FRET 6.
O=[N+]([O-])c1cccnc1Oc1ccc(F)cc1F was read as Hck-Nef inh 1, MDM2 E3 inh -19, NPY2 pot ag -14, RBBP9 inh -6, NPY1 pot ag 13, p97 ATPase inh -4, Runt-SMMHC FRET -2 and Runt-CBFb FRET -1.
Screening COc1ccc(Nc2ncnc3c2cnn3-c2ccccc2)cc1OC returned Hck-Nef inh 17, MDM2 E3 inh -36, NPY2 pot ag -1, RBBP9 inh -7, NPY1 pot ag -8, p97 ATPase inh 1, Runt-SMMHC FRET -2, NPY-Y1 antag 1 and Runt-CBFb FRET 2.
COc1ccc(Nc2ncccc2C(=O)NCc2ccccc2)cc1 was read as Hck-Nef inh 3, MDM2 E3 inh -3, NPY2 pot ag 11, RBBP9 inh -6, NPY1 pot ag 6, p97 ATPase inh -1, Runt-SMMHC FRET -5, NPY-Y1 antag 3 and Runt-CBFb FRET -1.
O=C(CC1C(=O)OCC2CCCCN21)Nc1ccccc1C(F)(F)F (configuration not stated) was read as Hck-Nef inh 24, MDM2 E3 inh -20, NPY2 pot ag 20, RBBP9 inh -5, NPY1 pot ag 11, p97 ATPase inh 3, Runt-SMMHC FRET 0, NPY-Y1 antag -1 and Runt-CBFb FRET 5.
CCCCN(C(=O)c1cc2ccccc2o1)c1c(N)n(CC(C)C)c(=O)[nH]c1=O was read as Hck-Nef inh -1, MDM2 E3 inh -18, NPY2 pot ag -15, RBBP9 inh 20*, NPY1 pot ag -28, p97 ATPase inh 0, Runt-SMMHC FRET 0, NPY-Y1 antag -3 and Runt-CBFb FRET 0.
Screening Cc1cc(C)cc(Oc2ccc(C(F)(F)F)cc2C#N)c1 returned Hck-Nef inh 1, MDM2 E3 inh -2, NPY2 pot ag -9, RBBP9 inh -10, NPY1 pot ag -21, p97 ATPase inh -1, Runt-SMMHC FRET 0, NPY-Y1 antag 10 and Runt-CBFb FRET -3.
For CCOC(=O)C1=C(c2ccccc2)N(C)C(=O)NC1c1ccc(OC(F)F)c(OC)c1 (configuration not stated) the results were Hck-Nef inh 1, NPY2 pot ag 13, RBBP9 inh -2, NPY1 pot ag 9, p97 ATPase inh 3, Runt-SMMHC FRET -1, NPY-Y1 antag 6 and Runt-CBFb FRET -1.
For CC(=O)c1ccc(Nc2ncnc3c2oc2ccccc23)cc1 the results were Hck-Nef inh 2, MDM2 E3 inh -12, NPY2 pot ag -4, RBBP9 inh -4, NPY1 pot ag 4, p97 ATPase inh 0, Runt-SMMHC FRET 0, NPY-Y1 antag 10 and Runt-CBFb FRET -1.
CCOc1ccc(/C(O)=C2\C(=O)C(=O)N(c3ccc(OC)cc3)C2c2ccccc2[N+](=O)[O-])cc1 (configuration not stated) was read as Hck-Nef inh 8, MDM2 E3 inh -28, NPY2 pot ag -11, RBBP9 inh -2, NPY1 pot ag 8, p97 ATPase inh 11, Runt-SMMHC FRET -5 and Runt-CBFb FRET 10.
Cc1cccc(NCc2cc(Cl)cc(Cl)c2O)n1 was read as Hck-Nef inh 10, MDM2 E3 inh 0, NPY2 pot ag 0, RBBP9 inh -1, NPY1 pot ag -12, p97 ATPase inh -2, Runt-SMMHC FRET 1, NPY-Y1 antag 10 and Runt-CBFb FRET -2.
O=C(O)c1cccc(S(=O)(=O)Nc2cc(Cl)ccc2Cl)c1 was read as Hck-Nef inh 14, MDM2 E3 inh 7, NPY2 pot ag -12, RBBP9 inh -5, NPY1 pot ag 11, p97 ATPase inh 7, Runt-SMMHC FRET 0 and Runt-CBFb FRET 1.
O=C(Cn1cc(C(F)(F)F)ccc1=O)N/N=C/c1ccccc1O was read as Hck-Nef inh 17, MDM2 E3 inh -4, NPY2 pot ag 8, RBBP9 inh -9, NPY1 pot ag 29, p97 ATPase inh 7, Runt-SMMHC FRET 4 and Runt-CBFb FRET 3.
`CCCNC(=O)COC(=O)c1n[nH]c2ccccc12` gave Hck-Nef inh -8, MDM2 E3 inh -7, NPY2 pot ag 2, RBBP9 inh -7, NPY1 pot ag 10, p97 ATPase inh 4, Runt-SMMHC FRET 1, NPY-Y1 antag -3 and Runt-CBFb FRET -1.
COC(=O)COc1ccc2c(=O)c(-c3ccccc3OC)coc2c1 was read as Hck-Nef inh 14, MDM2 E3 inh 4, NPY2 pot ag 0, RBBP9 inh 19*, NPY1 pot ag 15, p97 ATPase inh 6, Runt-SMMHC FRET 2, NPY-Y1 antag -3 and Runt-CBFb FRET -1.
O=C(CCN1CCCCC1)Nc1cccc(Cl)c1 was read as Hck-Nef inh 3, MDM2 E3 inh -20, NPY2 pot ag 5, RBBP9 inh -4, NPY1 pot ag -9, p97 ATPase inh -1, Runt-SMMHC FRET -7, NPY-Y1 antag -3 and Runt-CBFb FRET 2.
For CC(=O)c1cccc(-n2nnnc2SCC(=O)Nc2cccc(NC(=O)c3ccco3)c2)c1 the results were Hck-Nef inh 4, MDM2 E3 inh -11, NPY2 pot ag -3, RBBP9 inh -7, NPY1 pot ag -22, p97 ATPase inh 0, Runt-SMMHC FRET 4, NPY-Y1 antag 2 and Runt-CBFb FRET 0.
`COc1cc(Cl)c(S(=O)(=O)N2CC(C)OC(C)C2)cc1Cl` (configuration not stated) gave Hck-Nef inh 8, MDM2 E3 inh -2, NPY2 pot ag 10, RBBP9 inh 6, NPY1 pot ag 3, p97 ATPase inh 0, Runt-SMMHC FRET 0, NPY-Y1 antag 7 and Runt-CBFb FRET 2.
Screening CCCSC(=O)N(CC)CC(=O)Nc1c(CC)cccc1CC returned Hck-Nef inh 6, MDM2 E3 inh -2, NPY2 pot ag -24, RBBP9 inh 7, NPY1 pot ag -23, p97 ATPase inh 0, Runt-SMMHC FRET -2, NPY-Y1 antag 18 and Runt-CBFb FRET 0.
For Cc1sc2ncnc(SCC(=O)N3CCCC3)c2c1C the results were Hck-Nef inh 0, MDM2 E3 inh -11, NPY2 pot ag 13, RBBP9 inh -13, NPY1 pot ag 15, p97 ATPase inh -5, Runt-SMMHC FRET 0, NPY-Y1 antag -2 and Runt-CBFb FRET 0.
For COc1ccccc1NC(=O)c1oc2ccc(C)cc2c1C the results were Hck-Nef inh 2, MDM2 E3 inh -18, NPY2 pot ag -17, RBBP9 inh -7, NPY1 pot ag -41, p97 ATPase inh -4, Runt-SMMHC FRET 2, NPY-Y1 antag 22* and Runt-CBFb FRET -3.
Screening Cc1cc(C(=O)Nc2ccc(F)cc2C)n(-c2ccccc2)n1 returned Hck-Nef inh 16, NPY2 pot ag 10, RBBP9 inh -3, NPY1 pot ag -6, p97 ATPase inh 1, Runt-SMMHC FRET 3 and Runt-CBFb FRET 3.
CCCn1nc(NC(=O)c2ccncc2)c2cc3ccccc3nc21 was read as Hck-Nef inh 6, MDM2 E3 inh -12, NPY2 pot ag 10, RBBP9 inh 1, NPY1 pot ag -1, p97 ATPase inh 2, Runt-SMMHC FRET 14, NPY-Y1 antag -6 and Runt-CBFb FRET 3.
`CCC(C)NC(=O)Cn1c(=O)n(CCCCC(=O)NCc2ccco2)c(=O)c2ccccc21` (configuration not stated) gave Hck-Nef inh -2, MDM2 E3 inh -4, NPY2 pot ag 7, RBBP9 inh -3, NPY1 pot ag 17, p97 ATPase inh 4, Runt-SMMHC FRET 3, NPY-Y1 antag 11 and Runt-CBFb FRET 1.

Molecules listed so far containing an NH in an aromatic ring, in the order listed:
For C=CCn1c(CSc2nnc(-c3ccccc3)n2C)n[nH]c1=S the results were Hck-Nef inh -11, MDM2 E3 inh 6, NPY2 pot ag 1, RBBP9 inh 1, NPY1 pot ag 5, p97 ATPase inh 8, Runt-SMMHC FRET -3 and Runt-CBFb FRET 6.
CCCCN(C(=O)c1cc2ccccc2o1)c1c(N)n(CC(C)C)c(=O)[nH]c1=O was read as Hck-Nef inh -1, MDM2 E3 inh -18, NPY2 pot ag -15, RBBP9 inh 20*, NPY1 pot ag -28, p97 ATPase inh 0, Runt-SMMHC FRET 0, NPY-Y1 antag -3 and Runt-CBFb FRET 0.
`CCCNC(=O)COC(=O)c1n[nH]c2ccccc12` gave Hck-Nef inh -8, MDM2 E3 inh -7, NPY2 pot ag 2, RBBP9 inh -7, NPY1 pot ag 10, p97 ATPase inh 4, Runt-SMMHC FRET 1, NPY-Y1 antag -3 and Runt-CBFb FRET -1.
